MCF10A rerep = DNA re-replication induction in MCF 10a cells. MCF 10A DNA re-replication, Hoechst nuclear intensity, 48 h. hit rate 2.9% among 350,000. AID 624296. Potency, µM (doses to about 46.1 µM), for inactives: at the highest dose activity, positive = re-replication, actives largely listed as activators; further: potency means the concentration at half of the fitted maximal effect; % of control where 0% means no effect; nearly all actives have a fitted effect of over 50% in size
HepG2 tox = HepG2 cytotoxicity, counter-screen for TGF-b inhibitors; HepG2 CAGA-GFP viability, ATP luminescence, 18 h; Potency, µM (highest dose often 46.1 µM), for the others: at the highest dose activity change, negative = cytotoxicity, most hits filed as cytotoxic; hit rate 0.76% among 410,000; AID 588856; further: potency means the concentration at half of the fitted maximal effect; some results filed as inactive show a strong effect at the top dose
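HepG2 CAGA-GFP cells (1000/well, DMEM with 1% FBS) received compound, then TGF-beta at 500 pg/mL final, and were incubated 18 hours at 37 degrees C. Viability was read by CellTiter-Glo luminescence. Media-only wells were set as complete cell-killing and DMSO as no toxicity.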
Nrf2 ARE act = activates Nrf2 signaling. AREc32 ARE-luciferase reporter (MCF7-derived line), luminescence, 24 h. Potency, µM (top dose mostly 46.1 µM), inactives show top-dose activation, usual class: activators. hit rate 0.31% among 410,000. AID 624171; further: potency means the concentration at half of the fitted maximal effect; % of control where 0% means no effect; nearly all actives have a fitted effect of over 65% in size
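Cells of the AREc32 ARE-luciferase line are plated in OPTI-MEM containing 5% FBS and left overnight at 37 deg C. Compounds are pinned in, incubation continues 24 hr, and firefly luciferase signal is then measured.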
S2 tox = reduces viability in counter-screen for ATXN expression inhibitors; S2 cells (HEK-293 line with an ATXN2-luciferase reporter) viability, CellTiter-Fluor protease fluorescence, 24 h; AID 651635; hit rate 0.49% among 400,000; Potency, µM (titrated, usually from 56.7 µM), actives largely listed as cytotoxic; further: potency means the concentration at half of the fitted maximal effect; nearly all actives have a fitted effect of over 40% in size
ATXN2 expr inh = reduces ATXN2 reporter expression in HEK-293 cells. HEK-293 ATXN2-luciferase reporter, luminescence, 24 h. Potency, µM (doses to about 57 µM), for the others: top-dose activity change, negative = inhibition, usual class: inhibitors. hit rate 0.72% among 360,000. AID 1745845; further: potency means the concentration at half of the fitted maximal effect; on the % scale 0 is the no-effect control and ±100 the full control effect; nearly all actives have a fitted effect of over 55% in size
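qHTS (up to 57 uM final) was run with 24 h compound exposure of reporter cells at 37 °C. Each well was multiplexed: SteadyGlo luminescence measured ATXN2-luciferase expression after a fluorogenic Gly-Phe-AFC viability readout (25 uM final).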
IL-1B inflam inh = inflammasome signaling inhibition, IL-1 beta readout | hit rate 4.7% among 360,000 | activity change, % at 57.5 µM | THP-1 LPS/ATP IL-1B secretion, AlphaLISA, 16 h; hits give low values; in the data active means activity change below about -50%; inconclusive means mostly about -30% to -49%; further: on the % scale 0 is the no-effect control and ±100 the full control effect
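Secreted IL-1B measured by AlphaLISA bead assay after 16 h compound exposure of THP-1 cells; compounds (final up to 57.5 uM) added 1 h before LPS (250 ng/mL) and ATP (1.25 mM) stimulation; lower signal means less secretion.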
TGFb SMAD3 inh = blocks TGF-b signaling; HepG2 CAGA-GFP TGF-b/SMAD3 reporter, GFP fluorescence, 18 h; TGF-beta stimulated, 500 pg/mL final; Potency, µM (top dose mostly 46.1 µM), for the others: at the top dose activity, negative = inhibition, actives largely listed as inhibitors; hit rate 1.2% among 410,000; further: potency means the concentration at half of the fitted maximal effect; on the % scale 0 is the no-effect control and ±100 the full control effect; nearly all actives have a fitted effect of over 65% in size
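Smad-responsive CAGA-GFP expression was quantified in HEPG2 cells exposed to compounds and 500 pg/mL final TGF-beta for 18 h at 37 degrees C; unstimulated wells defined full inhibition.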
A549 tox = kills or reduces viability of A549 cells in Nrf2 counter-screen; A549 ARE-Fluc cells, CellTiter-Fluor viability, 18-24 h; Potency, µM (top dose mostly 46 µM), without a hit: at the top dose activity change, negative = cytotoxicity, hits mostly inhibitors; hit rate 0.16% among 390,000; AID 504648; further: potency means the concentration at half of the fitted maximal effect; on the % scale 0 is the no-effect control and ±100 the full control effect
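A549 ARE_Fluc cells in 5% FBS OPTI-MEM were exposed to compounds in concentration-response for 18-24 h at 37 deg C. Viability was read by CellTiter-Fluor fluorescence (Ex 405/Em 525) after 30 min, before the luciferase read.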
Nrf2 block = Nrf2 pathway inhibition | A549 ARE-Fluc reporter, luciferase luminescence, 18-24 h | Potency, µM (doses to about 46 µM), inactives show top-dose activity change, negative = inhibition, actives largely listed as inhibitors | hit rate 2.1% among 360,000 | AID 504444; further: potency means the concentration at half of the fitted maximal effect; on the % scale 0 is the no-effect control and ±100 the full control effect; nearly all actives have a fitted effect of over 60% in size
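Cells were seeded and rested 2 h, then exposed to compounds for 18-24 h. CellTiter-Fluor was read first as a viability measure. BugLite was added 15 min before the final luminescent read of ARE-luciferase activity in A549 cells.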
An asterisk follows results filed as active; [ ] = dose if it differs, or a comment. Unless noted, the call rests on the fitted dose curve; in most records, active means well fitted curve in the direction sought with a large enough effect; inconclusive means small, poorly fitted or top-dose-only effect, or another doubt; inactive means no such curve, though single readings can be large; an effect the other way counts as inactive or inconclusive.

What do the screens show for `COc1cc(C=O)ccc1Oc1ccc(S(=O)(=O)N2CCOCC2)cc1[N+](=O)[O-]`?
MCF10A rerep: 3%; HepG2 tox: 0%; Nrf2 ARE act: 0.3%; S2 tox: inactive; ATXN2 expr inh: 1%; IL-1B inflam inh: -57*; TGFb SMAD3 inh: 9%; A549 tox: -4%; Nrf2 block: 5%

Results for COc1ccc(NC(=O)N(C)C[C@H]2Oc3c(NC(=O)C4CC4)cccc3C(=O)N([C@H](C)CO)C[C@@H]2C)cc1 ?
MCF10A rerep: -4%; HepG2 tox: 0%; Nrf2 ARE act: -0.6%; S2 tox: inactive; ATXN2 expr inh: 1%; IL-1B inflam inh: 0; TGFb SMAD3 inh: 6%; A549 tox: -2%; Nrf2 block: 6%

Results for CCOC(=O)CC1C(=O)NCCN1C(=O)c1ccc(Cl)c(Cl)c1 (stereo not given) ?
MCF10A rerep: -3%; HepG2 tox: -6%; Nrf2 ARE act: 2.0%; S2 tox: inactive; ATXN2 expr inh: -1%; IL-1B inflam inh: 0; TGFb SMAD3 inh: 22%; A549 tox: -7%; Nrf2 block: 2%

Results for O=C(c1[nH]c(C(F)(F)F)nc1-c1ccccc1)N1CCc2c([nH]c3ccccc23)C1 ?
HepG2 tox: -21%; Nrf2 ARE act: 0.1%; S2 tox: inactive; ATXN2 expr inh: 5%; IL-1B inflam inh: 56; TGFb SMAD3 inh: -13%

What do the screens show for `O=C(CSc1nc2c(c(=O)n1-c1ccc(Br)cc1)SCC2)Nc1nccs1`?
MCF10A rerep: -1%; HepG2 tox: 2%; Nrf2 ARE act: -0.2%; S2 tox: inactive; ATXN2 expr inh: -20%; IL-1B inflam inh: 10; TGFb SMAD3 inh: -4%; A549 tox: 7%

Results for Fc1ccc(NC(=S)Nc2ccc3nccnc3c2)cc1 ?
MCF10A rerep: 1%; HepG2 tox: -18%; Nrf2 ARE act: 22%; S2 tox: inactive; IL-1B inflam inh: -2; TGFb SMAD3 inh: -2%; A549 tox: -14%; Nrf2 block: -5%

Results for COc1cccc(/C=C/C(=O)NNC(=O)CCN2CCN(Cc3ccccc3)CC2)c1 ?
MCF10A rerep: inconclusive; HepG2 tox: -19%; Nrf2 ARE act: 5.4%; S2 tox: inactive; ATXN2 expr inh: -7%; IL-1B inflam inh: -22; TGFb SMAD3 inh: -10%; A549 tox: 0%; Nrf2 block: -5%

Results for COc1ccc(N2CCN(CCCNC(=O)CC3Oc4ccc(C)cc4NC3=O)CC2)cc1 (stereo not given) ?
MCF10A rerep: 1%; HepG2 tox: -16%; Nrf2 ARE act: 3.0%; S2 tox: inactive; ATXN2 expr inh: -19%; IL-1B inflam inh: -6; TGFb SMAD3 inh: 1%; A549 tox: 17%; Nrf2 block: -12%

How did CC(C)c1ccc(CNC(=O)C(=O)Nc2nccs2)cc1 do in these assays?
MCF10A rerep: 22%; HepG2 tox: 5%; Nrf2 ARE act: 0.3%; S2 tox: inactive; ATXN2 expr inh: -5%[11.3 µM]; IL-1B inflam inh: -14; TGFb SMAD3 inh: 3%; A549 tox: 2%; Nrf2 block: 27%

Results for NC(=O)c1nnn(-c2ccc([N+](=O)[O-])cc2)c1-c1ccccc1 ?
MCF10A rerep: 2%; HepG2 tox: -2%; Nrf2 ARE act: -0.1%; S2 tox: inactive; ATXN2 expr inh: 12%; IL-1B inflam inh: 18; TGFb SMAD3 inh: 13%; A549 tox: -6%; Nrf2 block: -26%

What do the screens show for `CCOC(=O)C1CCCN(C2CCN(Cc3nc(-c4ccccc4)no3)CC2)C1` (stereo not given)?
MCF10A rerep: -34%[inhibitor]; HepG2 tox: 2%; Nrf2 ARE act: -0.1%; S2 tox: inactive; ATXN2 expr inh: -6%; IL-1B inflam inh: 13; TGFb SMAD3 inh: -7%; A549 tox: -1%; Nrf2 block: 0%

What do the screens show for `Cc1ccc(C(=O)COC(=O)C(Cc2c[nH]c3ccccc23)NC(=O)c2ccc(C(C)(C)C)cc2)cc1` (stereo not given)?
HepG2 tox: -38%; Nrf2 ARE act: 6.1%; TGFb SMAD3 inh: 0%; A549 tox: 0%

What do the screens show for `O=C(Cn1[nH]c(=O)c2ccccc2c1=O)OCC(=O)c1ccc(Br)cc1`?
MCF10A rerep: 4%; HepG2 tox: -7%; Nrf2 ARE act: -0.2%; S2 tox: inactive; ATXN2 expr inh: -9%; IL-1B inflam inh: 47; TGFb SMAD3 inh: -2%; A549 tox: 7%; Nrf2 block: -10%

How did CCOc1nc(-c2ccccc2Cl)ccc1C#N do in these assays?
MCF10A rerep: 15%; HepG2 tox: -23%; Nrf2 ARE act: -0.4%; S2 tox: inactive; ATXN2 expr inh: -5%; IL-1B inflam inh: -1; TGFb SMAD3 inh: -6%; A549 tox: -4%; Nrf2 block: 6%

How did CCCCNC(=O)c1cc(C)no1 do in these assays?
MCF10A rerep: -6%; HepG2 tox: -1%; Nrf2 ARE act: -0.7%; S2 tox: inactive; ATXN2 expr inh: 33%[activator]; IL-1B inflam inh: 35; TGFb SMAD3 inh: 3%; A549 tox: 0%; Nrf2 block: 17%

Results for Cc1ccccc1CN1CCN(CC2CC3C=CC2C3)CC1 (stereo not given) ?
MCF10A rerep: inconclusive; HepG2 tox: -13%; Nrf2 ARE act: -0.4%; S2 tox: inactive; ATXN2 expr inh: -16%; IL-1B inflam inh: 37; TGFb SMAD3 inh: -1%; A549 tox: -8%; Nrf2 block: -6%

How did CC1(C)CC(=O)C2=C(C1)Oc1nc3ccccc3cc1C2C(C#N)C#N (stereo not given) do in these assays?
MCF10A rerep: 9.2µM*; HepG2 tox: -17%; Nrf2 ARE act: 7.1µM*; S2 tox: inconclusive; ATXN2 expr inh: -10%; IL-1B inflam inh: -93*; TGFb SMAD3 inh: 11µM*; A549 tox: inconclusive; Nrf2 block: inconclusive

Results for Cc1onc(-c2ccccc2)c1C(=O)N1CCN(c2ncccn2)CC1 ?
MCF10A rerep: 11%; HepG2 tox: 10%; Nrf2 ARE act: -0.6%; S2 tox: inactive; ATXN2 expr inh: 15%; IL-1B inflam inh: 6; TGFb SMAD3 inh: 18%; A549 tox: -5%; Nrf2 block: -20%

What do the screens show for `Cc1ccccc1S(=O)(=O)NNC(=O)C(=O)NNc1ccccn1`?
MCF10A rerep: inconclusive; HepG2 tox: 16%; Nrf2 ARE act: 0.3%; S2 tox: inactive; ATXN2 expr inh: -19%; IL-1B inflam inh: 27; TGFb SMAD3 inh: 3%; A549 tox: -15%; Nrf2 block: inconclusive

What do the screens show for `CC1=C(c2ccc(C(C)C)cc2)S(=O)(=O)N=C1N1CCC(C(=O)NCc2ccccc2)CC1`?
HepG2 tox: -38%; Nrf2 ARE act: 3.6%; S2 tox: inactive; ATXN2 expr inh: -10%; TGFb SMAD3 inh: inconclusive; A549 tox: 1%; Nrf2 block: inconclusive

How did CCOC(=O)CNC(=O)CSc1nnc(-c2c[nH]c3ccccc23)n1CC do in these assays?
MCF10A rerep: 2%; HepG2 tox: 2%; Nrf2 ARE act: 0.2%; S2 tox: inactive; IL-1B inflam inh: 17; TGFb SMAD3 inh: -3%; A549 tox: 9%; Nrf2 block: -7%

Results for Cc1ccc(CSc2nc(=O)c3c(n2C)NC(=O)CC3c2ccc(OC(C)C)cc2)cc1 (stereo not given) ?
HepG2 tox: 0%; Nrf2 ARE act: 0.5%; S2 tox: inconclusive; ATXN2 expr inh: -6%; TGFb SMAD3 inh: 26%; A549 tox: 3%; Nrf2 block: -10%

How did O=C(COC(=O)CC12CC3CC(CC(C3)C1)C2)Nc1ncc(Cl)cc1Cl do in these assays?
MCF10A rerep: -1%; HepG2 tox: -7%; Nrf2 ARE act: 0.4%; S2 tox: inactive; ATXN2 expr inh: 3%; IL-1B inflam inh: 41; TGFb SMAD3 inh: -7%; A549 tox: -5%; Nrf2 block: 3%

What do the screens show for `Cc1cc(C)n2nc(CCc3ccccc3)nc2n1`?
MCF10A rerep: 1%; HepG2 tox: 13%; Nrf2 ARE act: 0.5%; S2 tox: inactive; ATXN2 expr inh: -1%; IL-1B inflam inh: -1; TGFb SMAD3 inh: 36%[activator]; A549 tox: -3%; Nrf2 block: 20%

What do the screens show for `O=C(NC1CCCCC1)C(c1ccccc1)N(C(=O)c1csnn1)C1CC1` (stereo not given)?
MCF10A rerep: -10%; HepG2 tox: 6%; Nrf2 ARE act: -0.5%; S2 tox: inactive; ATXN2 expr inh: 5%; IL-1B inflam inh: -3; TGFb SMAD3 inh: 16%; A549 tox: -22%; Nrf2 block: 2%

Results for CN(Cc1cnccn1)C(=O)CC1C(=O)NCCN1Cc1cccc(F)c1 (stereo not given) ?
MCF10A rerep: -6%; HepG2 tox: -1%; Nrf2 ARE act: 0.1%; S2 tox: inactive; ATXN2 expr inh: 11%; IL-1B inflam inh: -2; TGFb SMAD3 inh: -3%; A549 tox: -4%; Nrf2 block: -1%

How did Cc1ccc(S(=O)(=O)Nc2ccc3c(c2)C(=O)N([C@H](C)CO)C[C@H](C)[C@@H](CN(C)C(=O)NC2CCCCC2)OCCCC[C@@H](C)O3)cc1 do in these assays?
HepG2 tox: -17%; Nrf2 ARE act: 6.9%; S2 tox: inconclusive; ATXN2 expr inh: inconclusive; IL-1B inflam inh: -9; TGFb SMAD3 inh: 36%[activator]

How did O=C(NCCCNC(=O)c1ccc(-c2cc(Cl)ccc2Cl)o1)c1cnccn1 do in these assays?
MCF10A rerep: 5%; HepG2 tox: -9%; Nrf2 ARE act: -0.3%; S2 tox: inactive; ATXN2 expr inh: 8%; IL-1B inflam inh: -9; TGFb SMAD3 inh: -6%; A549 tox: 7%; Nrf2 block: inconclusive

Screening results (PubChem)
